From PubChem BioAssay
TcdB GH inh: inhibitors of Clostridioides difficile toxin B glycohydrolase; P18177; TcdB glycohydrolase enzymatic assay, plate reader; inhibition, % at 9.99 µM; 350,000 compounds, 0.24% hits; in the data active means inhibition above about 10%
Target sequence (P18177 whole entry, looked up): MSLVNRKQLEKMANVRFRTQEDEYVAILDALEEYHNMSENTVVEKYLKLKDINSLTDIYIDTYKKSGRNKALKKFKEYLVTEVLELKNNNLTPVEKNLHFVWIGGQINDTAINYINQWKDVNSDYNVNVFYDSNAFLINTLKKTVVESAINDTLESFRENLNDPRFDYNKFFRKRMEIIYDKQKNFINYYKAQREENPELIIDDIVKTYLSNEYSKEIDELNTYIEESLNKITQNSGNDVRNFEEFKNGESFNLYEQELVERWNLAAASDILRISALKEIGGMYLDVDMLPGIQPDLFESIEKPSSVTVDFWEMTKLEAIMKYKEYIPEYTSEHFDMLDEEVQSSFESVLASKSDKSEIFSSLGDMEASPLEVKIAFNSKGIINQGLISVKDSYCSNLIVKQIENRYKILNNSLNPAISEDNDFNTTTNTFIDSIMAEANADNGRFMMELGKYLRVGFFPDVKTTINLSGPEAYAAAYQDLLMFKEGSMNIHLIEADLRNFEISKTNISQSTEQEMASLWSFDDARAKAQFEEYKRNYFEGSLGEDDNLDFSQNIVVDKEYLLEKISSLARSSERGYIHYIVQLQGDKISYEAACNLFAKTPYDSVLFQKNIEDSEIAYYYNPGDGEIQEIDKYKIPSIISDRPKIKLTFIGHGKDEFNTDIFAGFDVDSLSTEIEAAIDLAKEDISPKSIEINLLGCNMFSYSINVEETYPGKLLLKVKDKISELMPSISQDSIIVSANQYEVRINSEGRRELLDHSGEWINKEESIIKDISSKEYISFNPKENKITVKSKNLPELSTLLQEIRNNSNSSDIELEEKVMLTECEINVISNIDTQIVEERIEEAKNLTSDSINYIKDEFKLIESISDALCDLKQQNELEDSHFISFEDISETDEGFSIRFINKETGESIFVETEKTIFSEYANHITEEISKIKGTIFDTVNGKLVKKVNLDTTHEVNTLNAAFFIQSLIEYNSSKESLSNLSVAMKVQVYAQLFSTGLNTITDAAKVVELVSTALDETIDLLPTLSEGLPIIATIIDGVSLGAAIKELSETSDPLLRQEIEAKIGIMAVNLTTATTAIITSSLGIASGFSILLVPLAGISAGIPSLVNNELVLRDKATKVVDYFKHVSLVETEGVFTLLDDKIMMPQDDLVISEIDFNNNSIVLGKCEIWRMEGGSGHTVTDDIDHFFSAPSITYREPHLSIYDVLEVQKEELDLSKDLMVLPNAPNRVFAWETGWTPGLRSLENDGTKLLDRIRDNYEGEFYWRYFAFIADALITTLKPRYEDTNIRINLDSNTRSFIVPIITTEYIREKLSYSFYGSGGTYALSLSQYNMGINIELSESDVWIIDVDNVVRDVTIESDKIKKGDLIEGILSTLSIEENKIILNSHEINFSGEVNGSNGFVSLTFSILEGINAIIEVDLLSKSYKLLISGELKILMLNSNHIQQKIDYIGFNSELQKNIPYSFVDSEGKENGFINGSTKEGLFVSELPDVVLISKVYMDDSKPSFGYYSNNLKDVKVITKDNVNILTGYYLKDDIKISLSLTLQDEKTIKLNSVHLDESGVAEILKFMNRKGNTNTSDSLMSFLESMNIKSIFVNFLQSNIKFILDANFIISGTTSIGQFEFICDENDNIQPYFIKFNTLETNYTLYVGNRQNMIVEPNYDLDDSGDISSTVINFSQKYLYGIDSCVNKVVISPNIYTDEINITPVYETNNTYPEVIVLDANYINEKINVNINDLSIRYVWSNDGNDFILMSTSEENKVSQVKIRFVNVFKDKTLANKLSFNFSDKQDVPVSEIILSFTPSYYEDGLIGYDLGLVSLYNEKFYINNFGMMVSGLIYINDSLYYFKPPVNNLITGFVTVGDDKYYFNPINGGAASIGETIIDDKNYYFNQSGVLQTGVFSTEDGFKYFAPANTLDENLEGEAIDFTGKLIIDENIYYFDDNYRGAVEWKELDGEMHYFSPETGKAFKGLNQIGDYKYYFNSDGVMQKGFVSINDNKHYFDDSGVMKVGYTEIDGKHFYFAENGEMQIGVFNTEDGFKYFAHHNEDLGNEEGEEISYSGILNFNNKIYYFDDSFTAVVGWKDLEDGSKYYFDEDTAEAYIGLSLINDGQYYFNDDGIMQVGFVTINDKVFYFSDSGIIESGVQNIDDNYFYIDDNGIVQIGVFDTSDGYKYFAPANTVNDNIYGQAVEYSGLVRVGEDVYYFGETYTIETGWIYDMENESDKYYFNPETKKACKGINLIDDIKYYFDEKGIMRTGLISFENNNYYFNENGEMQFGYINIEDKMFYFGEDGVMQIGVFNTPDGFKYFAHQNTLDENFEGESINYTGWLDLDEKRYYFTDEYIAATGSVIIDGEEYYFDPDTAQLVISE
An asterisk follows results filed as active; & = joins results of further samples. Only part of the results is shown; count on the stated rates, not on these rows.

SMILES | TcdB GH inh
CO[C@H]1CN(C)C(=O)c2ccc(NC(=O)Nc3cccc(F)c3)cc2OC[C@@H](C)N(C(=O)Nc2c(C)noc2C)C[C@H]1C | -0.3
C[C@@H]1CCCCO[C@@H](CN(C)C(=O)CCCN(C)C)[C@@H](C)CN([C@H](C)CO)C(=O)c2cc(NS(=O)(=O)c3ccc(F)cc3)ccc2O1 | 0.1
C[C@H](CO)N1C[C@H](C)[C@@H](CN(C)CC2CCCCC2)Oc2ccc(NC(=O)C3CCCCC3)cc2CC1=O | 0.1
CN1CCN(C(=O)C[C@@H]2CC[C@@H]3[C@@H](COc4ccc(NC(=O)C5CC5)cc4C(=O)N3C)O2)CC1 | -1.0
CCCNC(=O)C[C@H]1CC[C@H]2[C@H](COc3ccc(NS(=O)(=O)CC)cc3C(=O)N2C)O1 | -0.1
CCCN(C)C[C@@H]1Oc2ncc(-c3cccc(OC)c3)cc2C(=O)N([C@H](C)CO)C[C@@H]1C | 0.0
C[C@@H]1CN([C@H](C)CO)C(=O)c2cc(NC(=O)Nc3ccccc3)ccc2O[C@@H]1CN(C)C(=O)NC1CCCCC1 | -0.1
COc1ccc(S(=O)(=O)N2[C@@H]3CNC[C@H]2C3c2ccc(-c3cccc(OC)c3)cc2)cc1 (stereo partly specified) | -3.0&-0.7
C[C@H](CO)N1C[C@H](C)[C@H](CN(C)C(=O)Nc2ccc(F)cc2)Oc2ccc(NC(=O)Cc3cn(C)c4ccccc34)cc2CC1=O | -0.7
CO[C@H]1CN(C)C(=O)c2ccc(NC(=O)C3CC3)cc2OC[C@H](C)N(C)C[C@@H]1C | -6.9
Cc1noc(C)c1NC(=O)Nc1ccc2c(c1)C(=O)N([C@@H](C)CO)C[C@H](C)[C@H](CN(C)Cc1ccncc1)O2 | 0.1
O=C(C1CCOCC1)N1[C@@H](CO)[C@@H](c2ccccc2)C12CN(Cc1cccnc1)C2 | 0.3
CN(Cc1ccccc1F)C[C@H]1[C@@H](c2ccccc2)[C@@H](CO)N1S(C)(=O)=O | -0.7
C[C@H](O)C#Cc1cnc2c(c1)C(=O)N([C@H](C)CO)C[C@@H](C)[C@@H](CN(C)CC1CCOCC1)O2 | -0.3
COc1ccccc1-c1cn(CC[C@H]2CC[C@H](NC(=O)CCN3CCCCC3)[C@@H](CO)O2)nn1 | -1.0
CN(C)C(=O)c1cccc(-c2ccc3c(c2)[C@H]2[C@H](CCN2C(=O)c2ccncc2)[C@H](CO)N3C)c1 | 0.9
CO[C@@H]1CN(C)C(=O)c2cc(NC(=O)c3ccc4c(c3)OCO4)ccc2OC[C@H](C)N(CC2CC2)C[C@H]1C | -1.5
C[C@@H]1CN([C@@H](C)CO)C(=O)c2cc(NC(=O)Nc3ccc(C(F)(F)F)cc3)ccc2O[C@@H](C)CCCCO[C@@H]1CN(C)C(=O)Nc1cccc2ccccc12 | -0.6
C[C@H](CO)N1C[C@H](C)[C@@H](CN(C)C(=O)Nc2cccc3ccccc23)Oc2ccc(NC(=O)Nc3ccc4c(c3)OCO4)cc2C1=O | -6.3
CC(=O)N1[C@@H](CO)[C@@H]2c3ccccc3N(S(=O)(=O)c3ccccc3C)C[C@@H]21 | -2.4
CC(C)NC(=O)Nc1ccc2c(c1)CC(=O)N([C@@H](C)CO)C[C@H](C)[C@H](CN(C)Cc1ccc(C(F)(F)F)cc1)O2 | -0.8
COc1ccc(NC(=O)Nc2ccc3c(c2)C(=O)N([C@@H](C)CO)C[C@H](C)[C@@H](CN(C)CC2CCCCC2)OCCCC[C@H](C)O3)cc1 | 0.9
OC[C@@H]1[C@H](c2ccc(Br)cc2)[C@H]2CNCCCCN12 | -0.5
C[C@@H]1CN([C@@H](C)CO)C(=O)c2cc(C#Cc3ccccc3F)cnc2O[C@@H]1CN(C)S(=O)(=O)c1ccccc1F | 0.6
CCCC#Cc1ccc2c(c1)O[C@H](CN(C)C(=O)c1cnccn1)[C@@H](C)CN([C@H](C)CO)S2(=O)=O | -0.4
O=C(Cc1ccccn1)N1CCCCN2[C@H](CO)[C@H](c3ccc(-c4ccc(F)cc4)cc3)[C@H]2C1 | 0.6
C[C@@H]1CN([C@@H](C)CO)S(=O)(=O)c2ccc(-c3ccccc3)cc2O[C@H]1CN(C)Cc1ccncc1 | -0.9
Cc1ccc(S(=O)(=O)N(C)C[C@@H]2Oc3ccc(NC(=O)c4ccncc4)cc3C(=O)N([C@H](C)CO)C[C@H]2C)cc1 | -0.7
CO[C@H]1CN(C)C(=O)c2cc(NC(=O)C3CCC3)ccc2OC[C@H](C)N(CC2CCCCC2)C[C@H]1C | -0.4
C[C@H]1CN([C@@H](C)CO)C(=O)c2cc(NC(=O)Nc3ccccc3)ccc2O[C@H]1CN(C)C(=O)Nc1ccccc1 | 0.7
C[C@H]1CN([C@@H](C)CO)S(=O)(=O)c2ccc(-c3cccnc3)cc2O[C@@H]1CN(C)C(=O)c1cccc(F)c1 | 0.6
C[C@H]1CN([C@@H](C)CO)C(=O)c2cc(C#CC3(O)CCCC3)cnc2O[C@@H]1CN(C)Cc1cncnc1 | -3.8
CO[C@H]1CN(C)C(=O)c2cc(NC(=O)c3nc4ccccc4s3)ccc2OC[C@@H](C)NC[C@@H]1C | -0.2
O=C(C1CCC1)N1C[C@H]2[C@@H](c3ccccc31)[C@@H](CO)N2C(=O)c1ccccc1F | -2.8
CC(C)CC#Cc1cnc2c(c1)C(=O)N([C@@H](C)CO)C[C@@H](C)[C@@H](CN(C)C(=O)Nc1cc(F)ccc1F)O2 | -0.8
COCC(=O)Nc1ccc2c(c1)OC[C@@H](C)N(C(=O)c1cccnc1)C[C@H](C)[C@H](OC)CN(C)C2=O | -0.2

Overlap with the part before: 3 compounds; new compounds follow.
SMILES | TcdB GH inh
O=C(C1CCC1)N1C[C@H]2[C@@H](c3ccccc31)[C@@H](CO)N2C(=O)c1ccccc1F | -2.8
CC(C)CC#Cc1cnc2c(c1)C(=O)N([C@@H](C)CO)C[C@@H](C)[C@@H](CN(C)C(=O)Nc1cc(F)ccc1F)O2 | -0.8
COCC(=O)Nc1ccc2c(c1)OC[C@@H](C)N(C(=O)c1cccnc1)C[C@H](C)[C@H](OC)CN(C)C2=O | -0.2
COC(=O)C[C@@H]1CC[C@H]2[C@@H](COc3ccc(NC(=O)c4cccc(Cl)c4)cc3C(=O)N2C)O1 | 0.3
O=C(C[C@H]1C[C@@H]2c3cc(NC(=O)Nc4ccc(C(F)(F)F)cc4)ccc3O[C@@H]2[C@@H](CO)O1)NCc1cccnc1 | 0.2
CC=Cc1ccc2n(c1=O)C[C@@H]1[C@@H](CO)[C@H](C(=O)NCCC)[C@H]2N1C(=O)Nc1cc(F)ccc1F (mixture of isomers) | 0.4
O=C(CC1CC1)N1CC2(C1)[C@H](c1ccccc1)[C@@H](CO)N2Cc1ccc(F)cc1 | -0.9
C[C@@H]1CN([C@@H](C)CO)C(=O)Cc2cc(NC(=O)Cc3ccccc3)ccc2O[C@@H]1CN(C)Cc1ccc(C(F)(F)F)cc1 | 1.2
CO[C@@H]1CN(C)C(=O)c2ccc(NC(=O)C3CCOCC3)cc2OC[C@@H](C)N(Cc2ccc(F)cc2)C[C@H]1C | -0.5
C[C@@H]1CN([C@H](C)CO)C(=O)Cc2cc(N(C)C)ccc2O[C@@H]1CN(C)S(=O)(=O)c1cccs1 | -0.5
C[C@@H]1CCCCO[C@H](CN(C)Cc2ccc(C(F)(F)F)cc2)[C@@H](C)CN([C@H](C)CO)C(=O)c2cc(NC(=O)CCC(F)(F)F)ccc2O1 | 2.7
CCCN1C[C@H](C)[C@@H](OC)CN(C)C(=O)c2ccc(NC(=O)C3CC3)cc2OC[C@H]1C | 0.6
CCCNC(=O)N(C)C[C@H]1Oc2cc(-c3ccncc3)ccc2S(=O)(=O)N([C@H](C)CO)C[C@H]1C | 0.0
CN1C(=O)c2cc(NC(=O)c3cccc(F)c3)ccc2OC[C@@H]2O[C@H](CC(=O)NCC3CCCCC3)CC[C@@H]21 | 2.4&-2.3
C[C@@H]1CCCCO[C@@H](CN(C)C(=O)Nc2ccc(C(F)(F)F)cc2)[C@H](C)CN([C@@H](C)CO)C(=O)c2cc(NC(=O)NC3CCCCC3)ccc2O1 | -0.8
COc1cccc(S(=O)(=O)N[C@H]2CC[C@H](CCn3cc(-c4ccccc4)nn3)O[C@H]2CO)c1 | -0.3
C[C@H]1CN([C@@H](C)CO)C(=O)c2ccccc2-c2ccccc2CO[C@@H]1CN(C)C(=O)Nc1ccccc1 | -0.2
O=C(c1cccc(F)c1)N1CC(=O)N2[C@H](C1)[C@H](c1ccc(C3=CCCC3)cc1)[C@@H]2CO | -0.8
C[C@H](CO)N1C[C@H](C)[C@@H](CN(C)S(=O)(=O)c2ccc(F)cc2)Oc2c(NC(=O)c3ccc(-c4nccs4)cc3)cccc2C1=O | 0.2
CC(C)NC(=O)NCC[C@@H]1CC[C@@H](NC(=O)CCN2CCCCC2)[C@H](CO)O1 | -1.5
C[C@H]1CN([C@@H](C)CO)C(=O)c2cccc(NC(=O)c3ccc(-c4nccs4)cc3)c2O[C@@H]1CN(C)S(=O)(=O)c1cccs1 | 0.6
O=C(c1cccc(F)c1)N1CC(=O)N2[C@H](CO)[C@@H](c3ccc(C4=CCCC4)cc3)[C@H]2C1 | 0.1
CC(C)CC#Cc1cnc2c(c1)C(=O)N([C@H](C)CO)C[C@H](C)[C@@H](CN(C)Cc1ccccc1F)O2 | 0.8
COc1ccccc1-c1cnc2c(c1)C(=O)N([C@@H](C)CO)C[C@H](C)[C@H](CN(C)Cc1cccc(F)c1)O2 | 0.2
O=S(=O)(N[C@H]1CC[C@H](CCn2cc(-c3cccnc3)nn2)O[C@H]1CO)c1ccc(F)cc1 | -1.0
O=C(CC1CC1)Nc1ccc2c(c1)[C@@H]1C[C@@H](CC(=O)N3CCCCC3)O[C@H](CO)[C@@H]1O2 | -0.9
COc1ccc(NC(=O)N[C@@H]2CC[C@@H](CCn3cc(-c4ccccc4)nn3)O[C@H]2CO)cc1 | -1.8
C[C@H]1CN([C@@H](C)CO)C(=O)c2cccc(NC(=O)Nc3ccc(C(F)(F)F)cc3)c2O[C@H]1CN(C)S(=O)(=O)c1ccc(F)cc1 | 0.6
C[C@H]1CN([C@@H](C)CO)C(=O)c2cc(Br)cnc2O[C@H]1CN(C)C(=O)C1CCOCC1 | -0.5
Cc1noc(C)c1NC(=O)N(C)C[C@@H]1Oc2ccc(NC(=O)CCCCCC(=O)Nc3ccccc3N)cc2CC(=O)N([C@@H](C)CO)C[C@@H]1C | 0.0
CC(=O)N1CCCCN2[C@@H](CO)[C@@H](c3ccc(-c4cccc(C(=O)N(C)C)c4)cc3)[C@@H]2C1 | 0.9
C[C@H](CO)N1C[C@H](C)[C@@H](CN(C)Cc2ccc(C(=O)O)cc2)Oc2c(NC(=O)NC3CCCCC3)cccc2C1=O | 0.3
C[C@@H]1CN([C@H](C)CO)S(=O)(=O)c2ccc(-c3cccnc3)cc2O[C@@H]1CN(C)C(=O)NC1CCCC1 | 0.5
O=C(CN1CCOCC1)N1CCCCN2[C@H](C1)[C@H](c1ccc(-c3ccccc3F)cc1)[C@@H]2CO | -1.0
O=C(Cc1ccncc1)NCC[C@H]1CC[C@H](NC(=O)C2CCOCC2)[C@@H](CO)O1 | -0.3
O=C(C[C@@H]1C[C@H]2c3cc(NC(=O)C4CCOCC4)ccc3O[C@H]2[C@@H](CO)O1)NCc1cccc(F)c1 | -1.9
CCCNC(=O)N1C[C@H](C)[C@@H](OC)CN(C)C(=O)c2ccc(NC(=O)CCC)cc2OC[C@@H]1C | 0.1
C[C@@H]1CN([C@@H](C)CO)C(=O)c2cccc(NC(=O)NC3CCCCC3)c2O[C@H]1CN(C)CC1CCCCC1 | 0.0
CCCNC(=O)N1[C@H](C#N)[C@H](c2ccccc2)[C@@H]1CO | -1.6
C[C@@H]1CN([C@@H](C)CO)S(=O)(=O)c2ccc(Br)cc2O[C@H]1CN(C)S(=O)(=O)c1cccc(F)c1 | 1.3
CCC(=O)Nc1ccc2c(c1)C(=O)N(C)C[C@@H](OC)[C@H](C)CN(C(=O)c1ccccc1F)[C@@H](C)CO2 | -0.2
O=C(NC1CCCC1)N1CC(=O)N2[C@H](CO)[C@H](c3ccc(-c4ccc(F)cc4)cc3)[C@@H]2C1 | 0.9
Cc1noc(C)c1S(=O)(=O)Nc1cccc2c1O[C@H](CN(C)Cc1ccc(Oc3ccccc3)cc1)[C@H](C)CN([C@H](C)CO)C2=O | 0.1
C[C@@H]1CN([C@H](C)CO)C(=O)c2cc(NC(=O)Nc3ccc4c(c3)OCO4)ccc2O[C@H]1CN(C)C(=O)Nc1ccc2c(c1)OCO2 | 0.7
CCNC(=O)C[C@H]1C=C[C@H](NS(=O)(=O)c2ccc(F)cc2)[C@H](CO)O1 | 1.3
COc1ccc(-c2ccc([C@H]3[C@H]4CN(CC5CCOCC5)CCCCN4[C@H]3CO)cc2)cc1 | 0.0
CO[C@H]1CN(C)C(=O)c2ccc(NS(C)(=O)=O)cc2OC[C@H](C)N(Cc2cncnc2)C[C@H]1C | 0.4
COc1ccc(S(=O)(=O)Nc2cccc3c2O[C@@H](CN(C)CC2CC2)[C@@H](C)CN([C@H](C)CO)C3=O)cc1 | 1.0

4 of the compounds above, as a markdown table:
| smiles | TcdB GH inh |
| --- | --- |
| CCC(=O)Nc1ccc2c(c1)C(=O)N(C)C[C@@H](OC)[C@H](C)CN(C(=O)c1ccccc1F)[C@@H](C)CO2 | -0.2 |
| O=C(NC1CCCC1)N1CC(=O)N2[C@H](CO)[C@H](c3ccc(-c4ccc(F)cc4)cc3)[C@@H]2C1 | 0.9 |
| COc1ccc(-c2ccc([C@H]3[C@H]4CN(CC5CCOCC5)CCCCN4[C@H]3CO)cc2)cc1 | 0.0 |
| CCNC(=O)C[C@H]1C=C[C@H](NS(=O)(=O)c2ccc(F)cc2)[C@H](CO)O1 | 1.3 |
